FadD28 binding – M. tuberculosis FadD28 bisubstrate binding inhibition; FadD28 bisubstrate probe binding, fluorescence polarization; inhibition, % at 12.5 µM; 360,000 tested, 0.22% active; AID 588549; in the data active = inhibition above about 8.5%, passing the limit was not always enough; inconclusive = no clear call, values can overlap the other calls
VHR inh abs – DUSP3 (human) phosphatase inhibition. recombinant VHR phosphatase, pNPP absorbance. AID 1654. 290,000 tested, 0.52% active. P51452. inhibition, % at 13.3 µM; in the data active = inhibition above about 50%; also: some compounds called inactive have numbers as strong as hits
BoNT F protease – blocks Botulinum neurotoxin F light chain protease. Multiplex microsphere protease cleavage assay, flow cytometry. 360,000 tested, 0.22% active. inhibition, % at 10 µM; in the data active = inhibition above about 35%, passing the limit was not always enough; inconclusive = no clear call, values can overlap the other calls; also: plate controls were buffer without enzyme for full effect and enzyme alone for no effect
Mtb FBA inh – inhibits M. tuberculosis FBA enzyme | inhibition, % at 1 µM | purified M. tuberculosis FBA, fluorescence read-out | 360,000 tested, 2.3% active | P9WQA3 | AID 588726; in the data active = inhibition above about 27%;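 also: 0% = vehicle and 100% = reference inhibitor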
Rv3671c inh – inhibitors of M. tuberculosis serine protease Rv3671c; AID 2606; 320,000 tested, 0.048% active; inhibition, % at 5.96 µM; P9WHR9; in the data active = inhibition above about 38%;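 also: extracellular domain of Rv3671c used as enzyme; 0% = enzyme with DMSO and 100% = no enzyme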
Target sequence (P9WHR9 whole entry, looked up, the tested form may be a part): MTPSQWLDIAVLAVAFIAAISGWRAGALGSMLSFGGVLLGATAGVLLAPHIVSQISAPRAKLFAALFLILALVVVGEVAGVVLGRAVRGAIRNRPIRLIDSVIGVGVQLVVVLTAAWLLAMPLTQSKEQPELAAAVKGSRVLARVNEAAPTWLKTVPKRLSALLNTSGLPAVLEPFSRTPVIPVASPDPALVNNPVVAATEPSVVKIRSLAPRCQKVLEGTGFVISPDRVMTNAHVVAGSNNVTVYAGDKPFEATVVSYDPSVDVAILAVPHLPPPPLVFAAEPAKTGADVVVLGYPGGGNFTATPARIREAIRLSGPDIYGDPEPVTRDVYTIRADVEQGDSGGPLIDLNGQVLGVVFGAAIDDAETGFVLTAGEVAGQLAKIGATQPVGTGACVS
MazF activator – increases E. coli MazEF RNase cleavage of RNA | P0AE70 | FAM/BHQ RNA-DNA oligo cleavage fluorescence, 5 h | activation, % at 20 µM | 350,000 tested, 0.32% active | AID 504720; in the data active = activation above about 50%
Target sequence (P0AE70 whole entry, looked up): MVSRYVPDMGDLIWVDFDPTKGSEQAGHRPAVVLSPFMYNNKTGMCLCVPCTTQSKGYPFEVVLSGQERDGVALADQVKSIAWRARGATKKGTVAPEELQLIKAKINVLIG
BioA inh – blocks M. tuberculosis BioA enzyme activity; inhibition, % at 9.99 µM; purified M. tuberculosis BioA enzyme, plate reader; 360,000 tested, 0.096% active; in the data active = inhibition above about 40%; inconclusive = no clear call, values can overlap the other calls
GDH-TPI counter – GDH-TPI coupled enzyme inhibition counter-screen. GDH-TPI coupled enzyme counterscreen, NADH absorbance. inhibition, % at 4.8 µM. AID 588335. 360,000 tested, 1.2% active;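 also: 0% = DMSO wells and 100% = wells lacking the enzyme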
UGM FP inh – blocks M. tuberculosis UGM enzyme; inhibition, % at 10 µM; 320,000 tested, 0.06% active; purified UGM, fluorescence polarization probe displacement; AID 504406; in the data active = inhibition above about 10%, passing the limit was not always enough; inconclusive = no clear call, values can overlap the other calls
Target sequence (P9WIQ1 whole entry, looked up): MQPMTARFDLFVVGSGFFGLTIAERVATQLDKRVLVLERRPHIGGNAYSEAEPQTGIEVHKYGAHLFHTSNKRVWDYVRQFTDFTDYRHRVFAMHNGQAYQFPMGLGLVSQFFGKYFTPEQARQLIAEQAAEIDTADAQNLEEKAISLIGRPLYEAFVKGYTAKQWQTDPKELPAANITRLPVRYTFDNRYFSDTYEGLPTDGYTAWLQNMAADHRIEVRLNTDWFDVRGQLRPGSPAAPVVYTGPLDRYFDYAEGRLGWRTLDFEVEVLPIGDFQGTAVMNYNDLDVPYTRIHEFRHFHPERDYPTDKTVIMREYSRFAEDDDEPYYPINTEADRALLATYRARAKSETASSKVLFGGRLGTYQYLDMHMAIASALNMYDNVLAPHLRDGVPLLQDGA
CCHFV vOTU inh – blocks the CCHF virus ovarian tumor domain protease. inhibition, % at 11.5 µM. AID 651958. 370,000 tested, 0.55% active. CCHFV vOTU protease, Pep-AMC fluorescence; also: 0% = vehicle wells with enzyme and 100% = no enzyme wells
Active calls of the source: *; ? = inconclusive; / = not tested or not shown; + = active, no number; & = joins results of further samples. Rule as the data show it, unless noted: active = inhibition above about 30%; inactive = the rest. Not a hit list; any-hit rate near 4.9%.

No.	compound	BioA inh	VHR inh abs	MazF activator	Mtb FBA inh	CCHFV vOTU inh	Rv3671c inh	UGM FP inh	GDH-TPI counter	FadD28 binding	BoNT F protease
1	COc1ccc(C2CCCN2C(=S)Nc2cccc(Cl)c2C)cc1OC (centres undefined)	0.9	-20	3	3	-6	-1	1.2	-1	0.4	11
2	O=C1CN(C(=O)/C=C/c2ccc(Cl)cc2Cl)CCN1	1.5	-1	0	-3	-15	1	-1.1	12	-4.3	-2
3	CC(C)Cc1ccc(C(C)CC2=CCC(CN(C)C)C2=O)cc1 (centres undefined)	/	/	5	1	6	/	/	-5	-4.8	-12
4	CCOC(=O)C1=C(CN2CCc3ccccc32)NC(=O)NC1c1cccc([N+](=O)[O-])c1 (centres undefined)	-0.6	-4	2	3	0	4	-3.0	4	-0.9	3
5	NC(=S)N/N=C/c1ccc(-c2ccc([N+](=O)[O-])cc2)o1	/	9	-8	-4	17	4	2.4	13	-1.1	-8
6	CCOC(=O)/C(C#N)=C/C=C1\C=Cc2ccccc2N1CC	/	6	-25	-24	4	-10	-4.1	1	-0.9	178*
7	Cc1ccc(C(=O)NCc2cccc(C(F)(F)F)c2)cc1S(=O)(=O)N1CCCCC1	-1.6	/	-7	1	-3	/	/	2	-0.9	-7
8	CCOC(=O)c1ccc(S(=O)(=O)N2CCN(CC(=O)NC(=O)NC3CCCCC3)CC2)cc1	-1.0	0	-4	1	5	-1	0.3	-1	-0.5	-5
9	O=C(Nc1cccc(C(=O)NC2CC2)c1)c1ccc(Cl)c(S(=O)(=O)N2CCOCC2)c1	-0.6	/	9	-2	-7	-13	-3.7	0	-4.2	-2
10	CC(C)S(=O)(=O)C1=NSC2=NC(=O)/C(=C\c3ccc(OC(=O)c4ccco4)cc3)C(=N)N21	0.8	-5	2	1	13	3	-0.8	13	-4.6	4
11	COc1ccccc1C(=O)C1CCCN(C(=O)c2cn3cc(Cl)ccc3n2)C1 (centres undefined)	0.9	20	3	1	3	2	5.9	-3	-4.0	0
12	CSc1ccccc1NC(=O)C1CCCO1 (centres undefined)	-1.1	-2	1	-2	-17	9	-0.7	2	-1.5	2
13	Cc1onc(-c2ccccc2)c1CNC(=O)C1COc2ccccc2O1 (centres undefined)	/	9	8	-2	-5	-9	-1.0	-6	-1.7	?
14	CSc1nc(N2CCOCC2)nc2ccc(C)cc12	0.5	/	1	22	-49	-1	-1.7	4	-3.3	-12
15	CCN(CC)c1ccc(/C=N/NC(=O)CC(C)C)cc1	/	26	8	19	-23	1	-0.1	21	-0.7	-8
16	COCCNC(=O)CN1CCC(NC(=O)C(C)(C)C)CC1	-4.1	14	3	2	3	-8	-0.1	6	0.0	-2
17	C[C@@H]1CN([C@@H](C)CO)S(=O)(=O)c2ccc(Br)cc2O[C@H]1CN(C)C(=O)c1ccncc1	4.1	/	4	-1	0	/	/	-3	-1.7	6
18	CC1(C(=O)NS(=O)(=O)Cc2cccc(Cl)c2)CCN1C(=O)Cc1ccc(-c2ccccc2)cc1 (centres undefined)	2.3	/	/	1	22	/	/	8	-15	8
19	CCCCN(C=O)c1c(CC)nc2c(OCC(=O)C(C)(C)C)cccn12	0.6	/	/	0	32*	/	/	-4	-3.3	2
20	COc1ccc(-n2c(COc3ccc(C)cc3)nnc2SCC(N)=O)cc1	6.6	21	-1	0	5	0	2.6	6	2.2	9
21	CCSc1nc2ccccc2n1C(=O)Oc1ccccc1	/	22	3	3	-5	2	2.5	11	0.4	-8
22	CSc1ncccc1C(=O)Nc1cc(C)ccn1	-1.9	-35	4	-1	-6	-3	0.7	8	-3.0	3
23	Cc1ccc(SCC(=O)OCC(=O)N2CCN(C(=O)c3ccco3)CC2)c(C)c1	1.8	/	-15	3	1	-6	3.9	9	-1.4	-3
24	COC(=O)c1[nH]c2ccc(C)cc2c1NC(=O)Nc1ccc(OC)cc1	-1.7	17	0	8	6	0	-0.4	6	-3.0	0
25	Cc1ccc(C(C)C)c(OCC(=O)NNCC(=O)Nc2cccc(F)c2)c1	-1.8	/	2	1	10	-3	-2.0	1	-1.2	-9
26	COc1ccc(C(=O)/C(=C/N(C)C)S(=O)(=O)c2ccccc2)cc1	/	21	-6	-4	-12	8	2.4	3	-4.5	0
27	C=CCOC(=O)C1=C(C)Nc2nnnn2C1c1cccs1 (centres undefined)	-1.4	6	-8	-2	-10	2	1.3	-7	-3.3	6
28	c1ccc(COc2ccc(OCCCCN3CCCC3)cc2)cc1	1.1	5	12	0	-14	0	1.1	10	0.0	-9
29	O=C(NCc1ccco1)c1ccc2snnc2c1	0.8	22	6	-1	-4	3	-2.2	11	-1.7	3
30	O=C(OCc1ccccc1)N1CCC2CC1c1cc(-c3cc4ccccc4o3)ccc12 (centres undefined)	-0.6	/	2	2	-5	/	/	4	-1.3	4
31	CCNC(=S)N/N=C(\C)c1cc2ccccc2o1	/	3	5	-4	-6	-5	1.3	47*	-0.6	-4
32	CCCn1c2c(c(O)c(C(=O)NC)c1=O)CCCC2	2.0	31	-3	2	1	10	0.6	-4	-3.0	-4
33	O=C(CN1CCN(S(=O)(=O)/C=C/c2ccccc2)CC1)Nc1ccc(N2CCOCC2)cc1	-0.3	14	4	0	8	4	0.8	-1	-4.0	-14
34	CCc1ccc(OCC(=O)N/N=C/c2cc([N+](=O)[O-])ccc2N2CCOCC2)cc1	0.1	16	-5	-2	6	-7	-0.7	17	-1.9	0
35	COc1ccc(C(CCO)NC(=O)c2cccs2)cc1OC (centres undefined)	-0.4	-8	3	2	1	-9	0.1	2	-1.3	4
36	c1ccc(N2CCCCC2)c(Nc2nc3ccccc3n3cnnc23)c1	-0.9	21	-7	6	2	1	-1.7	4	-2.7	-10

3 compounds drawn at random from those above:
No.	compound	BioA inh	VHR inh abs	MazF activator	Mtb FBA inh	CCHFV vOTU inh	Rv3671c inh	UGM FP inh	GDH-TPI counter	FadD28 binding	BoNT F protease
30	O=C(OCc1ccccc1)N1CCC2CC1c1cc(-c3cc4ccccc4o3)ccc12 (centres undefined)	-0.6	/	2	2	-5	/	/	4	-1.3	4
34	CCc1ccc(OCC(=O)N/N=C/c2cc([N+](=O)[O-])ccc2N2CCOCC2)cc1	0.1	16	-5	-2	6	-7	-0.7	17	-1.9	0
25	Cc1ccc(C(C)C)c(OCC(=O)NNCC(=O)Nc2cccc(F)c2)c1	-1.8	/	2	1	10	-3	-2.0	1	-1.2	-9

Carrying on.
No.	compound	BioA inh	VHR inh abs	MazF activator	Mtb FBA inh	CCHFV vOTU inh	Rv3671c inh	UGM FP inh	GDH-TPI counter	FadD28 binding	BoNT F protease
37	CC(c1ccc(F)cc1)n1c(-c2cccs2)n[nH]c1=S (centres undefined)	/	47	9	1	-6	-9	0.6	-1	0.5	-30
38	CCCOc1c(Cl)cc(C(=O)Nc2ccc3c(c2)OCO3)cc1OCC	-3.3	2	2	-2	22	-10	-2.2	14	-1.2	0
39	CSc1ncc(CN2CCCC(C(=O)c3cccc(Cl)c3)C2)cn1 (centres undefined)	1.7	21	-2	-4	-5	-2	-0.3	2	-4.9	-2
40	COC(=O)c1cc2n(n1)CCN(Cc1ccc(F)cc1)C2=O	/	6	1	-2	0	-4	-0.2	4	-0.4	-4
41	CC(Oc1ccc(Br)cc1)c1nc2c3ccccc3nc(=S)n2[nH]1 (centres undefined)	/	12	-3	-3	19	6	1.9	21	-3.2	36*
42	O=C(CN1CCN(C(=O)C2CCCO2)CC1)Nc1ccc(F)cc1 (centres undefined)	0.7	6	2	6	-8	-9	-2.8	6	0.3	-2
43	Cc1ccc(-c2nc3ccccc3c(=O)n2-n2cccc2)cc1	-0.2	21	3	-1	7	1	1.8	4	-0.3	-33
44	Oc1[nH]c2ccccc2c1N=Nc1ccccc1F	/	2	+	-9	3	-19	4.1	1	-3.1	0
45	CN(C)S(=O)(=O)c1cccc(NC(=S)NC(=O)c2ccco2)c1	0.6	/	3	-3	-3	/	/	16	-3.5	4
46	C=CCN(C(=O)c1csnn1)C(C(=O)NCc1ccccc1)c1c(F)cccc1Cl (centres undefined)	0.2	17	7	-3	-4	10	-0.5	0	-2.5	-18
47	CC(=O)N1CC(C)Oc2ccc(S(=O)(=O)NC(CC(=O)O)c3cc(C)ccc3C)cc21 (centres undefined)	-1.4	-17	8	1	5	4	0.4	-7	-4.2	4
48	Cc1ccc2c(CN(C)Cc3cccc(Cl)c3)cc(=O)oc2c1C	1.1	14	-9	-3	10	-3	-0.9	-4	-3.2	?
49	CCC1CCCCN1C(=O)CCS(=O)(=O)c1ccccc1 (centres undefined)	-1.1	23	7	1	14	-6	-2.0	6	-0.2	1
50	CCc1cc2c(=O)n(Cc3ccco3)c(SCC(=O)NCC3CCCO3)nc2s1 (centres undefined)	-3.3	16	4	1	-1	4	0.8	9	1.1	-16
51	O=C(Nc1cc(S(=O)(=O)N2CCOCC2)ccc1Cl)C(=O)c1c(-c2ccccc2)cc2ccccn12	-2.1	30	2	-3	3	-5	0.3	6	-4.1	-2
52	COc1ccccc1NC(=O)COC(=O)CCn1c(C)csc1=O	/	/	5	-2	12	3	-0.7	-4	-1.6	?
53	CCn1c(SCC(=O)Nc2ccc(C)cc2)nnc1-c1cnccn1	/	15	4	0	5	2	-2.3	-6	-2.0	3
54	CN(CC(=O)Nc1cccc(F)c1)C(=O)c1ccc(N2C(=O)c3ccccc3C2=O)cc1	-1.1	/	-10	4	-6	-9	-1.3	6	-1.7	-10
55	C[C@@H]1CN([C@@H](C)CO)C(=O)CCCn2cc(nn2)CO[C@H]1CN(C)C(=O)Oc1ccc2ccccc2c1	-1.8&-1.1	/	3	-2	4	/	/	1	-1.7	-5
56	Cc1cc(C)n(CCC(=O)N2CCc3ccccc32)n1	-0.2	4	8	1	5	11	-1.0	-4	-0.2	8
57	CC(=O)NC(Cc1cccc(F)c1)C(=O)NC1CCN(C(=O)c2ccc(C)cc2)CC1 (centres undefined)	-2.1	25	1	-1	-6	-4	1.6	-1	-0.3	-3
58	CCCc1nc2ccc(C(=O)OC)cn2c1Cc1ccccc1	5.7	/	/	1	1	/	/	/	-1.1	4
59	Cc1ccc(NC(=O)NCc2ccc3[nH]c(C)cc3c2)cc1	/	-3	13	1	4	-1	1.2	3	-3.3	-102
60	O=C(CSCc1ccccc1)NC1CCSC1=O (centres undefined)	/	26	7	0	5	1	-0.1	9	-2.3	-3
61	CCOCCn1c(N(C)Cc2ccccc2)nc2c1c(=O)[nH]c(=O)n2C	2.3	21	6	2	8	-3	4.2	8	0.4	-17
62	CC(=O)OCC1=C(C(=O)O)N2C(=O)C(NC(=O)C(C)Cn3nc(C)c(Cl)c3C)C2SC1 (centres undefined)	/	16	-5	0	-3	2	-2.7	0	-2.9	0
63	CN[C@@H](CO)C(=O)NC[C@H]1O[C@@H](n2cc(C)c(=O)[nH]c2=O)C[C@@H]1O	-0.7	/	3	0	1	/	/	8	-2.2	-9
64	O=C(NCCO)c1ccc2[nH]c3c(c2c1)CCCC3	2.3	15	9	2	14	5	-0.7	6	-0.2	-7
65	O=C1Nc2cc(C(=O)N3CCc4ccccc4C3)ccc2S/C1=C\c1ccccc1	-0.4	1	-18	1	-6	-9	1.6	-5	-5.8	2
66	COc1cccc(C2CC(c3ccccc3Cl)Nc3ncnn32)c1 (centres undefined)	-5.1	/	3	-3	8	/	/	-17	-2.1	5
67	CNC(=S)Nc1cccc(C(C)=O)c1	/	14	11	5	4	10	-1.0	6	-0.1	-9
68	COc1ccc(NC(=O)N2CCCc3ccccc32)cc1OC	1.4	32	5	-1	-1	4	-2.9	-1	-1.1	-2
69	Cc1ccc(NC(=O)c2ccc(CN3CCc4ccccc4C3)cc2)cc1	2.6	24	15	0	-1	0	-0.5	4	-2.5	-11

Some values from the entries so far.
Reading of CCOCCn1c(N(C)Cc2ccccc2)nc2c1c(=O)[nH]c(=O)n2C under Mtb FBA inh: 2
Reading of O=C(NCCO)c1ccc2[nH]c3c(c2c1)CCCC3 under Mtb FBA inh: 2

Screening results as filed in PubChem BioAssay.
